Screens as filed in PubChem.
PAX8 inh HTS: inhibitors of PAX8-driven TPO luciferase reporter, primary screen, RMG-I cells, single concentration; SteadyGlo, 24 h; inhibition, % at 12.6 µM; hit rate 1.2% among 360,000; AID 652154, 2013;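 active = mean replicate inhibition at least 60% with every replicate also reaching 60%; inconclusive = only one of the two criteria is met; inactive = mean below 60% and not all replicates reaching 60%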;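 note: luciferase light reporting Pax8 driven TPO promoter activity; plate controls were median of neutral control wells for no effect and mitoxantrone controls for full effect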
PglD inh: C. jejuni PglD acetyltransferase inhibitors, primary screen, biochemical, DTNB colorimetric, single point. UDP-N-acetylbacillosamine N-acetyltransferase PglD (Campylobacter jejuni). purified PglD enzyme, DTNB colorimetric CoA detection. inhibition, % at 12.5 µM. hit rate 0.098% among 360,000. AID 602405, 2012; in the data active = inhibition above about 16%, passing the limit was not always enough; inconclusive = no clear call, values can overlap the other calls; note: strong numbers were not always called active
PGC1a acetyl inh: inhibitors of PGC1a acetylation signal, primary screen, cell-based, U2OS, AlphaScreen, inhibitor mode; AlphaScreen anti-acetyl-lysine; with virally co-expressed GCN5 acetyltransferase; AID 651687, 2012; inhibition, % at 15.6 µM; hit rate 0.17% among 350,000;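 active = every replicate shows inhibition of at least 40%; inconclusive = mean inhibition at least 40% but some replicate below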;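 note: 0% = neutral control wells and 100% = positive control wells; some results beyond the cut were filed as inactive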
C2C12 statin: suppressors of statin myotoxicity in C2C12 myotubes, primary screen, cell-based, single point, plate reader | C2C12 myotubes + simvastatin, ATP luminescence, 48 h; scaled: DMSO 0, geranylgeraniol control 100 | hit rate 0.78% among 330,000 | rescue of ATP level, % at 7.49 µM;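 active = mean ATP rescue above about 67%, or every replicate alone reaching that limit, limit read from the data, passing the limit was not always enough; inconclusive = no clear call, values can overlap the other calls; inactive = mean under the limit and some replicate under it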;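 note: myotubes were challenged with 10 µM simvastatin during compound exposure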
INS-1E GSIS act: GLuc luminescence reporter in INS-1E cells, primary screen for activators of glucose-dependent secretion of insulin | hit rate 0.61% among 370,000 | activation, % at 16.6 µM | INS-1E GLuc reporter insulin secretion, 2-3 h;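 active = lowest replicate activation of at least 40%, so every replicate reaches that level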;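 note: 0% = median of neutral control wells and 100% = median of IBMX positive control wells; some compounds called inactive have numbers as strong as hits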
Cneo AK release: Cryptococcus neoformans cell lysis inducers, primary screen, AK release luminescence, single concentration | C. neoformans lysis, adenylate kinase release luminescence, 4 h; normalised: neutral wells 0, clomiphene wells 100 | lysis activity, % at 15 µM | hit rate 0.2% among 360,000 | AID 651654, 2012;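 active = mean lysis activity across replicates of at least 80%, whatever share of replicates individually reach that level; inactive = mean lysis activity below 80%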
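Schedule: static 4 h at 37 °C with compound, 1 h detection; system: C. neoformans cells; benchmarks: Clomiphene as positive control; buffer or medium: fresh YPD medium; measure: luminescence rise reflecting yeast cell lysis; measured by: luminescent adenylate kinase detection reagent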
LGR2 antag: inhibitors of bursicon-induced LGR2 CRE-luciferase signal, primary screen, cell-based, HEK293, CRE-luciferase reporter, bursicon stimulation. bursicon-stimulated, 4 h. hit rate 0.35% among 380,000. inhibition, % at 9.99 µM;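 active = drop in luminescence signal, shown as inhibition above about 50% in the replicate tests, limit read from the data, passing the limit was not always enough; inconclusive = probably only some replicates passing the limit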;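 note: agonist challenge used bursicon conditioned medium at about half maximal strength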
ARNT-TACC3 inh: disruptors of ARNT/TACC3 protein interaction, primary screen, biochemical, AlphaScreen, single concentration | Transforming acidic coiled-coil-containing protein 3 (Homo sapiens), Q9Y6A5 | AlphaScreen His-ARNT PAS-B/GST-TACC3 binding, luminescence; TACC3 fragment carries E629A point mutation | inhibition, % at 9.99 µM | hit rate 0.66% among 390,000;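 active = mean inhibition of replicates at least 50% and at least half of replicates each reaching 50%; inconclusive = half or more replicates reach 50% but mean below 50%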;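 note: 0% = complete ARNT plus TACC3 wells and 100% = ARNT alone without TACC3; many hits fall short of the cut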
An asterisk follows results filed as active; ? = inconclusive; · = not tested or not shown. Outcome played no part in choosing rows; overall some 2.9% were active at least once.

SMILES	PAX8 inh HTS	PglD inh	PGC1a acetyl inh	C2C12 statin	INS-1E GSIS act	Cneo AK release	LGR2 antag	ARNT-TACC3 inh
CO[C@H]1CC[C@H]2CCOc3c(C#N)cccc3C(=O)N(C)C[C@@H](OC)[C@H](C)C(=O)N(C)C[C@@H]1O2	-3	-1	·	-8	3	5	-1	-1
O=S(=O)(c1ccc2c(c1)OCCO2)N1CCN(c2cccc(Cl)c2)CC1	·	5	-36	9	·	2	·	0
O=C(C1=C[C@@H](C2CC2)C[C@@H](OCc2ccc(CO)cc2)O1)N1CCCCCCC1	0	-1	-9	·	·	-2	·	-4
Cc1noc(C)c1S(=O)(=O)N(C)C[C@H]1Oc2ccc(NS(=O)(=O)c3cccs3)cc2CC(=O)N([C@@H](C)CO)C[C@H]1C	-22	4	-5	0	4	3	19	5
COCCNC(=O)CN(C(=O)Cn1nnc2ccccc21)c1cc(C)cc(C)c1	9	·	·	·	-4	·	2	-13
O=C(O)/C=C/C(=O)N(CC1CCCO1)C1CC(=O)N(c2c(Cl)cccc2Cl)C1=O (stereo not given)	9	4	-45	·	18	-2	2	-4
CC(/C=C/c1ccco1)=N\NC(=O)c1cccc(Cl)c1	-1	-14	-4	·	-1	0	-25	-1
CCSc1ccc([C@@H]2[C@@H]3C(=O)N(CC)C(=O)[C@@H]3[C@]3(C(=O)OC)CCCCN23)cc1	0	-2	-3	9	·	2	·	-15
CCNC(=O)C[C@H]1CC[C@H]2[C@@H](COc3ccc(NC(=O)C4CCOCC4)cc3C(=O)N2C)O1	-1	-3	-1	0	0	-1	12	1
CC(C)NC(=O)Nc1ccc2c(c1)C(=O)N([C@H](C)CO)C[C@H](C)[C@@H](CN(C)C(=O)Nc1cccc3ccccc13)OCCCC[C@@H](C)O2	2	-4	7	·	4	-2	-2	-7
Cc1cc(OCC(=O)N(Cc2cccs2)C2CCS(=O)(=O)C2)ccc1Cl (stereo not given)	6	1	-2	5	·	-6	7	1
CC(C)NC(=O)N(C)C[C@@H]1Oc2ccc(NC(=O)c3ccncc3)cc2CC(=O)N([C@H](C)CO)C[C@H]1C	-1	20	3	-2	17	0	7	-2
CCS(=O)(=O)Nc1ccc2c(c1)C(=O)N(C)C[C@H](OC)[C@H](C)CN(C(=O)NC(C)C)[C@H](C)CO2	·	-2	5	0	9	13	5	9
COc1ccc(F)cc1S(=O)(=O)Nc1cc2c3c(c1)CCN3C(=O)CC2	-11	·	-15	·	3	·	-7	0
Cc1noc(C)c1NC(=O)N(C)C[C@H]1OCCCC[C@@H](C)Oc2ccc(NS(=O)(=O)c3cccs3)cc2C(=O)N([C@H](C)CO)C[C@H]1C	-4	-2	-5	·	-5	-1	-16	4
O=C(Oc1ccc(C(=S)N2CCOCC2)cc1)c1cccc(Cl)c1	-11	-72	0	3	-13	-1	6	8
C/C(Cl)=C/Cn1c(=O)c2c(nc(Br)n2Cc2ccccc2)n(C)c1=O	·	-1	11	25	·	-4	·	-3
S=c1nc(-c2ccc(Cl)cc2)[nH][nH]1	-13	-6	-6	4	-14	-2	-7	-1
CC(C)(C)NC(=O)C(c1ccc(O)cc1)N(Cc1ccccc1)C(=O)CCC(=O)Nc1nccs1 (stereo not given)	10	6	6	-16	-4	0	-4	-5
O=C(Nc1c(Cl)cc(Cl)cc1C(=O)NCc1cccnc1)c1ccc(Cl)cc1Cl	·	3	-12	22	·	2	·	-18
Cc1noc(C)c1S(=O)(=O)Nc1ccc2c(c1)C(=O)N([C@H](C)CO)C[C@@H](C)[C@H](CN(C)C(=O)Nc1ccc3c(c1)OCO3)O2	·	-6	-5	-30	24	0	-2	2
COC(=O)c1ccc(/C=C2\SC(=S)N(CCCC(=O)N3CCOCC3)C2=O)cc1	4	-1	1	-4	-8	3	6	-1
Cc1ccc(C)c(-n2c(Cc3cc(=O)[nH]c(=O)[nH]3)nnc2SCC(=O)NCC2CCCO2)c1 (stereo not given)	2	-2	21	4	·	1	·	3
C[C@H](CO)N1C[C@H](C)[C@@H](CN(C)Cc2ccc(Cl)c(Cl)c2)OCCCC[C@H](C)Oc2ccc(NC(=O)Cc3ccccc3)cc2C1=O	51	-3	·	41	-14	1	4	-3
COc1ccc(NS(=O)(=O)c2cccc(C(=O)NNC(=O)c3ccc(=O)[nH]c3)c2)cc1	5	-4	-1	-3	8	0	0	-2
Carrying on:
SMILES	PAX8 inh HTS	PglD inh	PGC1a acetyl inh	C2C12 statin	INS-1E GSIS act	Cneo AK release	LGR2 antag	ARNT-TACC3 inh
O=C(c1cnccn1)N1CC(=O)N2[C@H](C1)[C@@H](c1ccc(C#CCC3CCCC3)cc1)[C@@H]2CO	12	·	-6	·	23	·	-6	·
C[C@H]1CN([C@@H](C)CO)C(=O)Cc2cc(NC(=O)NC3CCCCC3)ccc2O[C@@H]1CN(C)C(=O)Nc1ccc2c(c1)OCO2	-17	1	-3	11	0	2	-4	-1
CN(Cc1ccccc1)C(=O)c1ccc(NC(=O)C2=CSCCO2)cc1	-59	6	·	13	-6	-11	-46	-1
Cc1nnc(NC(=O)CSc2nccn2Cc2ccc(F)cc2)s1	0	6	-3	9	-5	1	-2	-6
CC1(C)C[C@H]2C3=CCC4[C@@]5(C)CC[C@H](O)[C@](C)(CO)C5CC[C@@]4(C)[C@]3(C)C[C@H]3O[C@@H]1[C@H](O)[C@]32CO (stereo not given in full)	1	3	·	-15	-5	-1	2	1
COC(=O)c1cc(OC)c(OC)cc1NC(=O)CSCc1c(C)noc1C	4	-1	·	6	6	1	6	·
CC1CCN(CCCCOc2ccc(Br)cc2)CC1	-10	·	·	·	35	·	4	4
C[C@H]1CN([C@@H](C)CO)S(=O)(=O)c2ccc(C#CC3CC3)cc2O[C@H]1CN(C)C(=O)Nc1cc(F)ccc1F	·	·	-10	90*	-7	·	-13	·
C[C@H](CO)N1C[C@H](C)[C@H](CN(C)Cc2ccc(Oc3ccccc3)cc2)Oc2ccc(NC(=O)Nc3ccccc3)cc2CC1=O	13	4	9	4	-12	2	-4	1
CSc1ncccc1C(=O)NNc1cc(Cl)ccc1Cl	·	10	3	18	·	3	·	-7
COc1ccccc1-n1c(C)cc(/C=C2/C(=N)N3C(=NC2=O)SN=C3S(C)(=O)=O)c1C	-94	·	·	·	1	·	12	6
CC(C)NC(=O)N(C)C[C@H]1OCCCC[C@H](C)Oc2ccc(NS(C)(=O)=O)cc2C(=O)N([C@@H](C)CO)C[C@@H]1C	0	12	-5	·	6	-1	-1	-1
C[C@@H]1CN([C@@H](C)CO)C(=O)c2cc(NC(=O)c3ccncc3)ccc2O[C@@H]1CN(C)C(=O)Nc1cccc2ccccc12	0	-1	2	10	-6	-11	8	-1
CNc1ncnc2c1ncn2[C@@H]1O[C@H](CO)[C@@H](O)[C@H]1O	0	-7	-5	3	-6	0	0	-9
COc1cc(NC(C)C(=O)N2CC(C)OC(C)C2)cc(OC)c1 (stereo not given)	·	-1	-3	2	14	-1	-8	7
COc1ccc(/C=C(\C#N)C(=O)NCCCn2ccnc2)cc1	22	·	4	0	-2	·	-7	-2
CC1(C)CC(=O)c2cnc(NCC3CCCO3)nc2C1 (stereo not given)	·	-1	-13	3	·	-3	·	9
COC(=O)c1ccccc1NC(=O)c1cnn2c(C)cc(C)nc12	16	·	·	·	3	·	-18	2
Cc1cccc(NC(=S)N(CCN(C)C)C(C)c2ccco2)c1 (stereo not given)	-4	7	-15	5	25	4	1	-28
COc1ccc(CN(C)C[C@@H]2OCCCC[C@@H](C)Oc3ccc(NC(=O)Nc4cccc5ccccc45)cc3C(=O)N([C@@H](C)CO)C[C@@H]2C)cc1	3	3	3	·	-46	3	1	40
COc1ccccc1OCCNC(=O)CC(NC(C)=O)c1ccccc1 (stereo not given)	7	3	·	·	0	0	-14	1
CCCOc1ccccc1-n1sc2c(c1=S)-c1cc(OC)cc3c1N(C(=O)C3=O)C2(C)C	·	0	?	-8	·	5	·	4
CC(C)OC(=O)CSc1nnc(C2CCCCC2)n1N	30	2	12	·	-13	-3	5	-1
CC(=O)c1sc(NC(=O)c2ccc(COc3ccccc3Cl)o2)nc1C	7	0	4	5	6	0	-3	-9
Cc1ccc(C)c(C(=O)CSc2n[nH]c(-c3ccncc3)n2)c1	1	3	2	-5	27	8	·	3
Continuation:
SMILES	PAX8 inh HTS	PglD inh	PGC1a acetyl inh	C2C12 statin	INS-1E GSIS act	Cneo AK release	LGR2 antag	ARNT-TACC3 inh
Cc1ccccc1CC(=O)Nc1ccc2c(c1)CCC2	-15	-2	-7	2	3	3	-4	7
CC(=O)C1=C(O)C(=O)N(Cc2cccnc2)C1c1ccccc1Cl (stereo not given)	·	-3	4	32	·	2	·	-2
CCOC(=O)N1CCN(S(=O)(=O)c2cccc3ccc(C)nc23)CC1	·	-4	5	1	-2	-4	21	-17
O=C(NCc1nnc(SCc2ccc(F)cc2)n1-c1ccccc1)C12CC3CC(CC(C3)C1)C2	30	·	·	·	-44	·	20	3
CC(C)c1cc(-c2cc(-c3ccc(Cl)cc3)on2)nc(NCC2CC2)n1	-14	4	·	1	-2	4	4	4
Cc1cccc(NC(=O)C2CCCCN2S(=O)(=O)c2ccccc2)c1C (stereo not given)	4	·	-2	0	-4	0	12	-19
O=C(CC1C(=O)NCCN1C(=O)Nc1ccc(C(F)(F)F)cc1)Nc1ccc(F)cc1 (stereo not given)	-5	0	·	-2	·	0	·	3
CC(C)NC(=O)C1(C)CCN1CCC(=O)c1ccccc1 (stereo not given)	18	-2	·	-7	10	5	6	·
Cc1cccc(N(Cc2ccccc2)C(=O)CN2C(=O)NC3(CCCCC3C)C2=O)c1 (stereo not given)	10	-2	-6	3	-30	2	-4	·
COc1cccc(NCc2nnc(SCC(=O)N(C)C3CCS(=O)(=O)C3)n2C2CCCCC2)c1 (stereo not given)	8	-4	5	4	12	-2	1	-3
C/C(Cc1nnn(-c2cc(C)on2)n1)=N\O	-8	2	28	·	-4	0	8	·
O=C(NC1CCCCC1)c1ccc2ccccc2c1	-203	-1	0	-12	·	1	-57	·
CN1CCN(C(=O)c2cccn(Cc3cccc(Cl)c3)c2=O)CC1	-3	1	-17	0	1	-1	16	-2
Cn1ccc2c(-c3cccc(C=O)c3F)cc3c(c21)C1CCC3C1 (stereo not given)	-9	-6	-6	-9	6	-1	13	·
CSCCC(NC(=O)c1ccccc1Cl)C(=O)N1CC(C)OC(C)C1 (stereo not given)	-2	1	6	11	2	-1	12	-5
Nc1ccc2c(c1Br)Cc1ccccc1-2	-66	·	-5	7	·	·	-61	·
Cc1ccc(S(=O)(=O)c2ccc(Oc3ccccc3)cc2)cc1	18	3	-9	·	·	1	·	-4
COc1cc(/C=C(/C#N)c2nc3ccccc3[nH]2)ccc1OCC(=O)Nc1ccccc1C(C)C	·	-4	2	13	-2	7	·	-21
CC[C@H](C)[C@H](NC(N)=O)C(=O)OCC(=O)NCc1ccc(Cl)cc1	-10	·	·	·	-14	·	2	16
